High-throughput results (PubChem)
FBW7 activator = FBW7 E3 ligase activators, primary screen, biochemical, AlphaScreen, human. actives 0.13% (n = 650,000). AlphaScreen FBW7–phospho-cyclin E peptide binding, activator screen. normalized activity (activation), % at 26.1 µM. F-box/WD repeat-containing protein 7 (Homo sapiens), Q969H0; in the data active means normalized activity above about 1.9%;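 further: purified mutant Fbw7 with reduced substrate affinity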
MITF inh = MITF inhibitors, primary screen, biochemical, AlphaScreen, human. Microphthalmia-associated transcription factor (Homo sapiens), O75030. AlphaScreen MITF homodimerization, bead proximity signal. inhibition, % at 2.6 µM. actives 0.91% (n = 650,000). AID 1259374, 2018; in the data active means inhibition above about 50%;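 further: 0% = vehicle wells with protein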
Target sequence (O75030 whole entry, looked up): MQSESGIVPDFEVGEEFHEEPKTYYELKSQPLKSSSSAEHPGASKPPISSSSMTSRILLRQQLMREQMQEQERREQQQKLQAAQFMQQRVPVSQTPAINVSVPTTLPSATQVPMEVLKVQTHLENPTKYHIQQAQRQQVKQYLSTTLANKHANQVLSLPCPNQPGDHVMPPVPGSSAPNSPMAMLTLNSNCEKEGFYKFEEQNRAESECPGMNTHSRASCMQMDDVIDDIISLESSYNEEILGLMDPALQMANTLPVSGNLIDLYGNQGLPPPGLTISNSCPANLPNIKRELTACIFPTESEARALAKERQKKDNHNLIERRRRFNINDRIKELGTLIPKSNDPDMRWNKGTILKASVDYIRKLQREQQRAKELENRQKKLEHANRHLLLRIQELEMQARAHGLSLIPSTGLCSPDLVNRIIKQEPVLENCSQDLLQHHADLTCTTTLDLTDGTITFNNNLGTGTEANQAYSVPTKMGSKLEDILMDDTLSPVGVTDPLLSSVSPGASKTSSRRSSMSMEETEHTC
TEAD-YAP block = TEAD-YAP interaction inhibition, primary screen, TEAD-YAP interaction inhibitor project, luminescence, HEK-TIYL cells | TEAD-Gal4/YAP UAS-luciferase luminescence | inhibition, % at 9.12 µM | actives 1.4% (n = 640,000); in the data active means inhibition above about 32%;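 further: 0% = median of test compound wells and 100% = reference inhibitor wells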
GPR151 ag = activators of human GPR151, primary screen, cell-based, PathHunter beta-arrestin, luminescence. G-protein coupled receptor 151 (Homo sapiens), Q8TDV0. PathHunter beta-arrestin GPR151 cells. activation, % at 11.2 µM. actives 1% (n = 650,000); in the data active means activation above about 4.9%;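 further: 0% = median of compound wells and 100% = cells with positive control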
Target sequence (Q8TDV0 whole entry, looked up): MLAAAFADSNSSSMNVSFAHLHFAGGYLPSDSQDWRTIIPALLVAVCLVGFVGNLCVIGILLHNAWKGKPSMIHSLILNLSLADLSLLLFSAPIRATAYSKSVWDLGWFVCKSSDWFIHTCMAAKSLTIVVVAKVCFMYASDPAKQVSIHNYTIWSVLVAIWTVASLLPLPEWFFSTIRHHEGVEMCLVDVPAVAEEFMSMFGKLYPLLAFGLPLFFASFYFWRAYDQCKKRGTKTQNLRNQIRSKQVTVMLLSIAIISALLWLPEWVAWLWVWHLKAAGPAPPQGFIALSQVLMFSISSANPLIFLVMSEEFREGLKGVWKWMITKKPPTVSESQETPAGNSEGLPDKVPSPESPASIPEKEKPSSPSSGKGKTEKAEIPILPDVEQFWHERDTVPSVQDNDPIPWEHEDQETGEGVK
The depositor's hits bear a star; & = joins results of further samples.

Screening CCC(C)NC(=O)C1CCCN(S(=O)(=O)c2cccc3cccnc23)C1 (stereo not given) returned FBW7 activator 0.1, MITF inh 16, TEAD-YAP block 0 and GPR151 ag 1.0.
`Cc1ccc(C(=O)Nc2nnc(-c3ccc(C(C)(C)C)cc3)s2)cc1` gave FBW7 activator 0.2, MITF inh 17, TEAD-YAP block 6 and GPR151 ag 1.1.
Screening COc1ccc(Cl)cc1C(=O)NC(C)C returned FBW7 activator 0.4, MITF inh -1, TEAD-YAP block 2 and GPR151 ag 1.0.
Screening Cc1cc(NC(=O)CSc2nnc(C)o2)no1 returned FBW7 activator -0.9, MITF inh 21, TEAD-YAP block 5 and GPR151 ag 0.5.
`O=C(Nc1ccc(F)cc1F)c1ccc(S(=O)(=O)N2CCCCC2)cc1` gave FBW7 activator -0.1, MITF inh 37, TEAD-YAP block -1 and GPR151 ag -1.3.
For CCN1C(=O)/C(=c2/s/c(=C3\Sc4ccccc4N3C)c(=O)n2CC)N(C)C1=S the results were FBW7 activator 0.0, MITF inh 18, TEAD-YAP block 4 and GPR151 ag 0.8.
CCOc1ccc(Nc2cc(N3CCN(c4ccc(F)cc4)CC3)c3noc4c3c2C(=O)c2ccccc2-4)cc1 was read as FBW7 activator 0.3, MITF inh 28, TEAD-YAP block -6 and GPR151 ag 1.4.
CCCOc1ccc(CNCCCN(CC)CC)cc1OC was read as FBW7 activator 0.0, MITF inh 7, TEAD-YAP block -3 and GPR151 ag -0.5.
`Cc1ccc(NC2=C(C(=O)c3ccccc3)N(C)S(=O)(=O)c3ccccc32)cc1` gave FBW7 activator 0.0, MITF inh 8, TEAD-YAP block -9 and GPR151 ag 0.8.
`COc1cc(C(=O)NNC(=O)c2cnccn2)cc(OC)c1OC` gave FBW7 activator -0.7, MITF inh 16, TEAD-YAP block -6 and GPR151 ag 0.4.
N#C/C(=C\c1ccccc1[N+](=O)[O-])c1nc(-c2ccc(Cl)cc2)cs1 was read as FBW7 activator 0.0, MITF inh 8, TEAD-YAP block -1 and GPR151 ag -1.0.
`CC1(Cc2ccc(S(C)(=O)=O)cc2)C(=O)Nc2ccc(F)cc21` (stereo not given) gave FBW7 activator 0.2, MITF inh -10, TEAD-YAP block 6 and GPR151 ag 0.1.
`COc1ccc([N+](=O)[O-])cc1NC(=O)c1c(-c2c(Cl)cccc2Cl)noc1C` gave FBW7 activator -0.3, MITF inh -3, TEAD-YAP block -7 and GPR151 ag 1.3.
Screening CCOc1ccc(S(=O)(=O)N(CC(=O)Nc2ccc(Br)cc2)c2ccccc2)cc1 returned FBW7 activator -0.1, MITF inh -6, TEAD-YAP block -10 and GPR151 ag 0.2.
Screening CCCN(CC1CCCO1)C(=O)c1cc(COc2ccc(F)cc2F)on1 (stereo not given) returned FBW7 activator 0.1, MITF inh 4, TEAD-YAP block 3 and GPR151 ag -1.0.
`CCCCOc1ccc(C=C2C(=O)NC(=S)NC2=O)cc1OC` gave FBW7 activator 0.1, MITF inh -6, TEAD-YAP block -4 and GPR151 ag -0.4.
Screening Cc1c(NC(=S)NC2CCCCC2)c(=O)n(-c2ccccc2)n1C returned FBW7 activator 0.2, MITF inh 9, TEAD-YAP block 2 and GPR151 ag 1.5.
Screening COc1ccccc1NC(=O)c1ccccc1C(F)(F)F returned FBW7 activator 0.0, MITF inh -5, TEAD-YAP block 1 and GPR151 ag 0.8.
`CCc1nn(C(C)C(=O)NCc2cccs2)c(=O)c2cc3occc3n12` (stereo not given) gave FBW7 activator 0.5, MITF inh 4, TEAD-YAP block 2 and GPR151 ag -0.6.
Screening Cc1n(CC(O)COc2ccccc2)c2ccccc2[n+]1C (stereo not given) returned FBW7 activator 0.0&0.0, MITF inh -10&3, TEAD-YAP block 13&-2 and GPR151 ag -1.2&0.1.

An excerpt from above in order of formula weight, highest first.
`CCc1nn(C(C)C(=O)NCc2cccs2)c(=O)c2cc3occc3n12` (stereo not given) gave FBW7 activator 0.5, MITF inh 4, TEAD-YAP block 2 and GPR151 ag -0.6.
`CCCCOc1ccc(C=C2C(=O)NC(=S)NC2=O)cc1OC` gave FBW7 activator 0.1, MITF inh -6, TEAD-YAP block -4 and GPR151 ag -0.4.
Screening COc1ccc(Cl)cc1C(=O)NC(C)C returned FBW7 activator 0.4, MITF inh -1, TEAD-YAP block 2 and GPR151 ag 1.0.

Next section
Screening N#Cc1cc2cc3c(cc2nc1SCC(=O)Nc1ccccc1F)OCCO3 returned FBW7 activator -0.2, MITF inh 2, TEAD-YAP block 54* and GPR151 ag 0.8.
For Cn1c(C(=O)NC2CCCCC2)cc2c(=O)n3ccccc3nc21 the results were FBW7 activator 1.6, MITF inh 8, TEAD-YAP block -29 and GPR151 ag -1.3.
FC(F)(F)c1ccc(Cn2cnc3c(NCc4nc5ccccc5[nH]4)nc(N4CCc5ccccc5C4)nc32)cc1 was read as FBW7 activator 0.7, MITF inh -1, TEAD-YAP block 1 and GPR151 ag 0.4.
Screening COc1cc(C2NC(=O)CCC2[N+](=O)[O-])c(Br)c(OC)c1OC (stereo not given) returned FBW7 activator -0.1, MITF inh 1, TEAD-YAP block -4 and GPR151 ag -0.5.
COc1cc(OC)c(Nc2cccc[n+]2C)cc1Cl was read as FBW7 activator 0.0, MITF inh -10, TEAD-YAP block 4 and GPR151 ag 1.0.
Screening CC1CCc2c(sc3nc[nH]c(=S)c23)C1 (stereo not given) returned FBW7 activator -0.2, MITF inh 13, TEAD-YAP block 3 and GPR151 ag 0.8.
COc1ccc(-c2ncn(CCC#N)c2[N+](=O)[O-])cc1 was read as FBW7 activator 1.0, MITF inh 1, TEAD-YAP block -3 and GPR151 ag -1.1.
For CCC(=O)C1=C(c2ccc(OC)cc2)N(C(=O)CC)n2c(CC)nnc2S1 the results were FBW7 activator -0.5, MITF inh -4, TEAD-YAP block 12 and GPR151 ag 1.5.
For Cc1cc(NS(=O)(=O)c2ccc(NC(=O)Cc3ccc([N+](=O)[O-])cc3)cc2)no1 the results were FBW7 activator -0.1, MITF inh 6, TEAD-YAP block -4 and GPR151 ag -0.3.
Screening O=C(CN1C(=O)NC(Cc2ccccc2)C1=O)NCC(F)(F)F (stereo not given) returned FBW7 activator 0.1, MITF inh 12, TEAD-YAP block -1 and GPR151 ag 0.2.
`Cn1c(=O)c2c(nc3n(C4CCCCC4)c(-c4ccc(Cl)cc4)cn23)n(C)c1=O` gave FBW7 activator -0.1, MITF inh -1, TEAD-YAP block 0 and GPR151 ag -0.5.
For COc1cc(C2Nc3ccccc3C(=O)N2c2ccc(C)cc2)ccc1O (stereo not given) the results were FBW7 activator 1.1, MITF inh 0, TEAD-YAP block 8 and GPR151 ag -3.2.
Screening Cc1cc(N)n(-c2ccc([N+](=O)[O-])cc2)n1 returned FBW7 activator 0.1, MITF inh 11, TEAD-YAP block -7 and GPR151 ag 0.4.
For CCC(=O)Nc1nc2c(C)c(Cl)ccc2s1 the results were FBW7 activator 0.0, MITF inh -15, TEAD-YAP block -1 and GPR151 ag 0.3.
CCOC(=O)c1oc2cc(OC)c(CC)cc2c(=O)c1-c1ccc2c(c1)OCO2 was read as FBW7 activator -0.1, MITF inh -5, TEAD-YAP block -2 and GPR151 ag 0.6.
`Cc1ccc(CN(CC(=O)O)S(=O)(=O)c2c(C)cc(C)cc2C)cc1` gave FBW7 activator 0.6, MITF inh 10, TEAD-YAP block 3 and GPR151 ag -2.3.
Screening Cc1cccc(OCCSc2ncnc3nc[nH]c23)c1 returned FBW7 activator -0.1, MITF inh 9, TEAD-YAP block -2 and GPR151 ag 1.3.
CC(=O)Nc1ccc(NC(=O)CN2C(=O)CC(c3ccccc3)Sc3ccccc32)cc1 (stereo not given) was read as FBW7 activator -0.1, MITF inh -10, TEAD-YAP block -2 and GPR151 ag 0.8.
CCOc1ccc(N2C(=O)/C(=C/c3cc([N+](=O)[O-])cc(OCC)c3O)NC2=S)cc1 was read as FBW7 activator -0.1, MITF inh -7, TEAD-YAP block 0 and GPR151 ag -0.2.
`O=C(c1ccc(S(=O)(=O)c2ccccc2Cl)c([N+](=O)[O-])c1)N1CCc2ccccc21` gave FBW7 activator 0.2, MITF inh -5, TEAD-YAP block -11 and GPR151 ag -0.1.

The last 3 entries of the part before are carried over, then new ones follow:
CC(=O)Nc1ccc(NC(=O)CN2C(=O)CC(c3ccccc3)Sc3ccccc32)cc1 (stereo not given) was read as FBW7 activator -0.1, MITF inh -10, TEAD-YAP block -2 and GPR151 ag 0.8.
CCOc1ccc(N2C(=O)/C(=C/c3cc([N+](=O)[O-])cc(OCC)c3O)NC2=S)cc1 was read as FBW7 activator -0.1, MITF inh -7, TEAD-YAP block 0 and GPR151 ag -0.2.
`O=C(c1ccc(S(=O)(=O)c2ccccc2Cl)c([N+](=O)[O-])c1)N1CCc2ccccc21` gave FBW7 activator 0.2, MITF inh -5, TEAD-YAP block -11 and GPR151 ag -0.1.
COc1ccc(CNC(=O)c2cc(Sc3ccc(C)cc3)nc3ccccc23)cc1 was read as FBW7 activator 0.4, MITF inh 7, TEAD-YAP block 11 and GPR151 ag -2.0.
Screening COC(=O)C1=C(N)Oc2cc(C)[nH]c(=O)c2C1c1ccccc1OC (stereo not given) returned FBW7 activator 0.0, MITF inh -8, TEAD-YAP block -6 and GPR151 ag -0.6.
Screening Cc1ccc(NC(=O)c2sc3nc4c(c(-c5ccco5)c3c2N)CCCCC4)cc1Cl returned FBW7 activator 0.0, MITF inh 0, TEAD-YAP block -5 and GPR151 ag -0.2.
`O=C(c1cnc2sccn2c1=O)N1CCOCC1` gave FBW7 activator 0.2, MITF inh -1, TEAD-YAP block 10 and GPR151 ag -0.6.
Screening CCN(Cc1ccncc1)Cc1ccc2c(c1)CN(C(=O)Cn1cncn1)CCO2 returned FBW7 activator 0.2, MITF inh 8, TEAD-YAP block 7 and GPR151 ag -0.2.
CC(C)N(C1=C(C(=O)c2ccccc2)N(CC(=O)c2ccc([N+](=O)[O-])cc2)S(=O)(=O)c2ccccc21)C(C)C was read as FBW7 activator 0.1, MITF inh 18, TEAD-YAP block 4 and GPR151 ag -0.5.
Screening CC(C)OC(=O)C(C#N)C(=O)C12CC3CC(CC(C3)C1)C2 (stereo not given) returned FBW7 activator -0.3, MITF inh 4, TEAD-YAP block 3 and GPR151 ag 0.1.
For O=c1nc2n(-c3cccc([N+](=O)[O-])c3)c3ccccc3cc-2c(=O)[nH]1 the results were FBW7 activator 0.0, MITF inh -1, TEAD-YAP block 10 and GPR151 ag -0.3.
CCOC(=O)N1CCC(NC(=O)Cn2ncc3c(=O)oc4ccc(C)cc4c32)CC1 was read as FBW7 activator 0.1, MITF inh -2, TEAD-YAP block 2 and GPR151 ag -0.3.
`Cc1nn2c(nc(=O)c3ccccc32)/c1=C/c1c(O)n(C)c(=O)n(C)c1=O` gave FBW7 activator -0.1, MITF inh 6, TEAD-YAP block 2 and GPR151 ag 1.4.
Screening Cc1cc(C(F)(F)F)nc(SCCN2CCOCC2)c1C#N returned FBW7 activator -0.1, MITF inh 9, TEAD-YAP block 5 and GPR151 ag -0.7.
O=[N+]([O-])c1cc([N+](=O)[O-])c2nonc2c1Nc1cccc(F)c1 was read as FBW7 activator -0.2, MITF inh 1, TEAD-YAP block -5 and GPR151 ag -1.5.
CCN1CCN(CCOc2ccccc2-c2ccccc2)CC1 was read as FBW7 activator -0.2, MITF inh 44, TEAD-YAP block 7 and GPR151 ag -1.8.
Screening COc1cccc2cc(-c3nnc(Nc4ccccc4F)s3)c(=O)oc12 returned FBW7 activator 0.1, MITF inh 2, TEAD-YAP block -12 and GPR151 ag 0.4.
O=C(CSc1nc2ccc(N3C(=O)c4cccc([N+](=O)[O-])c4C3=O)cc2s1)N1CCc2ccccc21 was read as FBW7 activator -0.2, MITF inh 4, TEAD-YAP block -2 and GPR151 ag -0.1.
For Cc1cc(=O)oc2cc(NC(=S)N3CC(C)OC(C)C3)ccc12 (stereo not given) the results were FBW7 activator 0.2, MITF inh 24, TEAD-YAP block 4 and GPR151 ag -0.7.
Screening COCCN1C(=O)c2ccc(C(=O)OCC(=O)c3ccc(Cl)cc3)cc2C1=O returned FBW7 activator -0.2, MITF inh -4, TEAD-YAP block -3 and GPR151 ag -1.6.
Screening CCOC(=O)c1ccc(NC(=O)CSc2nc3c(c(=O)n2-c2ccc(OCC)cc2)SCC3)cc1 returned FBW7 activator 0.0, MITF inh 3, TEAD-YAP block -9 and GPR151 ag 0.4.
Screening COc1cccc(C2C=C(c3ccc(C)c(C)c3)Nc3nnnn32)c1OC (stereo not given) returned FBW7 activator 0.1, MITF inh 5, TEAD-YAP block 5 and GPR151 ag 1.3.
O=C(c1ccc(F)cc1)c1ccc(-c2nc3ccccc3nc2-c2ccccc2)cc1 was read as FBW7 activator 0.0, MITF inh 0, TEAD-YAP block -1 and GPR151 ag 0.9.
